Screens (PubChem BioAssay)
TDP-43 yeast inh = rescues yeast growth from TDP-43 toxicity; TDP-43 expressing yeast growth rescue, BacTiter-Glo, 24 h; Potency, µM (titrated, usually from 46.1 µM), for the others: at the highest dose growth rescue (activation), usual class: activators; hit rate 1.8% among 410,000; AID 652104; also: potency is read from the fitted curve at half-maximal effect; % of control where 0% means no effect; nearly all actives have a fitted effect of over 50% in size
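In this qHTS, compounds that restore growth of yeast expressing TDP-43 appear as activators. Cells (OD600=0.02, galactose medium, raffinose-pregrown) are incubated with compound 24 hr at 30 deg C and growth is quantified by BacTiter-Glo.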
DRD3 antagonist = antagonists of human D3 dopamine receptor; P35462; D3R cells, DiscoveRx beta-arrestin luminescence, antagonist mode; active compounds read low; max response, negative = inhibition, %; hit rate 2.5% among 360,000; in the data active = max response below about -50%; inconclusive = no clear call, values can overlap the other calls; also: % is scaled to controls: 0 for no effect and ±100 for the full control effect; mostly tested at two doses, the higher about 12 µM
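Cells expressing the human receptor were seeded at 1500 cells/well, incubated overnight at 37 degrees C in 5% CO2, then exposed to library compounds with dopamine controls for 90 minutes at 37 degrees C before luminescent detection.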
DRD3 agonist = activates the human D3 dopamine receptor | AID 652048 | P35462 | hit rate 0.58% among 410,000 | max activation, % | D3R DiscoveRx beta-arrestin cells, luminescence, 90 min; in the data active = max activation above about 30%; also: 0% is about no effect; mostly tested at two doses, the higher about 12 µM
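Agonist mode: compounds and dopamine controls were applied to plated cells for 90 min at 37 degrees C after an overnight attachment at 1500 cells/well. Luminescent read-out followed 30 - 60 minutes at room temperature with DiscoveRx detection reagent.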
EPAC2 antagonist = EPAC2 (human) antagonism; Q8WZA2; EPAC2 GEF exchange of Rap1B-BODIPY-GDP, fluorescence; Potency, µM (doses to about 114 µM), for inactives: at the highest dose activity, negative = inhibition, usual class: inhibitors; hit rate 0.18% among 360,000; also: potency is read from the fitted curve at half-maximal effect; % is scaled to controls: 0 for no effect and ±100 for the full control effect; nearly all actives have a fitted effect of over 45% in size; many of its hits are not listed in these tables
Target sequence (Q8WZA2 whole entry, looked up): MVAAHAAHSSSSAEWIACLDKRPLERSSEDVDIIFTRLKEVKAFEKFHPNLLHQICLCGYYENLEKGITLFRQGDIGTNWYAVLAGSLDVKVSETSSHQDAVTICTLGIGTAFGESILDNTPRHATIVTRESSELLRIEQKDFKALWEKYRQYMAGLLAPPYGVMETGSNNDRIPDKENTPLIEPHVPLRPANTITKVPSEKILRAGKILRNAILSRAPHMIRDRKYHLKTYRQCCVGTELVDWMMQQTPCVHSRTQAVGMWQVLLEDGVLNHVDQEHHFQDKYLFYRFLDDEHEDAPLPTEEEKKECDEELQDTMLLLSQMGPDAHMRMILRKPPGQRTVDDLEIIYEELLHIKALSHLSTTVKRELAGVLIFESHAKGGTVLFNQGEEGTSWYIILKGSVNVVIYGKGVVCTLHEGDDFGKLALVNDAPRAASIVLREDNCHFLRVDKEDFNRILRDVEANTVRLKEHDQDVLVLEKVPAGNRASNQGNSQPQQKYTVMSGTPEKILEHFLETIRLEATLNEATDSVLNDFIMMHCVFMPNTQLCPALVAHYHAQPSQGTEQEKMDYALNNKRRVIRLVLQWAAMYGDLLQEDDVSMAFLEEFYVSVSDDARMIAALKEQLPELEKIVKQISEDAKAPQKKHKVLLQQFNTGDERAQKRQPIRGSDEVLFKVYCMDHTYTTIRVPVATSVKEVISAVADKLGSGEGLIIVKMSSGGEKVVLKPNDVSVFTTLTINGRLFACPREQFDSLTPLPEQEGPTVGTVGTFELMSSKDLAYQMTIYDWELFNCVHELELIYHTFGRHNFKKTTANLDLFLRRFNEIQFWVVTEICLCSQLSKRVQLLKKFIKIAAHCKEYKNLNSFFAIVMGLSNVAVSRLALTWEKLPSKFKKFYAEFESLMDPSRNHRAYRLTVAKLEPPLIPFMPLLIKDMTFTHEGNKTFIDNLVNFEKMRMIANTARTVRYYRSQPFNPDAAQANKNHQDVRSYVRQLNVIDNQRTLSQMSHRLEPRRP
aSyn yeast inh = inhibitors of alpha-synuclein toxicity in yeast | Yeast expressing alpha-synuclein, growth rescue, BacTiter-Glo, 24 h | Potency, µM (titrated, usually from 46.1 µM), inactives show top-dose growth rescue (activation), most hits filed as activators | hit rate 0.14% among 370,000 | AID 652106; also: potency is read from the fitted curve at half-maximal effect; % of control where 0% means no effect; nearly all actives have a fitted effect of over 65% in size
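Screening used galactose-induced yeast with toxic alpha-synuclein levels, exposed to compound for 24 hr at 30 deg C. Cell growth, read with BacTiter-Glo luminescence, gave the measured signal.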
FUS suppressor = FUS proteinopathy suppression in yeast | S. cerevisiae FUS-expressing, growth rescue, OD600, 24 h | Potency, µM (titrated, usually from 76.6 µM), for the others: top-dose growth rescue (activation), actives largely listed as activators | hit rate 0.24% among 390,000 | AID 1347120;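 also: potency is read from the fitted curve at half-maximal effect; plate controls were DMSO vehicle for no effect and reference control for full effect; nearly all actives have a fitted effect of over 55% in size; some results filed as inactive show a strong effect at the top dose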
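Steps: raffinose overnight preculture; dilution to OD 0.005 in 2% galactose minimal medium; compound addition (concentration series); 24hr at 30C, 99% humidity; absorbance read at 600 nm.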
EPAC2 agonist = activates human EPAC2 exchange factor | Q8WZA2 | EPAC2 activation, biochemical qHTS; response scale: 100% = 6.5 mM cAMP response | Potency, µM (series often up to 154 µM), without a hit: at the highest dose activation, hits mostly activators | hit rate 0.079% among 360,000; also: potency is read from the fitted curve at half-maximal effect; nearly all actives have a fitted effect of over 50% in size
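In this primary screen, activation is scored as increased exchange of BODIPY-GDP from Rap1B by 100 nM EPAC2, with 50 uM GDP as competitor. Signal is normalized to the 6.5 mM cAMP agonist control.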
Abeta yeast res = compounds reversing amyloid beta toxicity in yeast | yeast expressing A-beta42, growth rescue, OD600, 48 h; response scale: 0% DMSO, 100% iron-clioquinol control | Potency, µM (titrated, usually from 46.1 µM), inactives show top-dose growth rescue, usual class: activators | hit rate 0.063% among 410,000; also: potency is read from the fitted curve at half-maximal effect; nearly all actives have a fitted effect of over 55% in size
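Yeast A-beta toxicity model in growth medium with pinned compounds, 48 h at 30 C; growth read as absorbance at 600 nm. Normalized to FeCl3/clioquinol equimolar mix (positive) and DMSO (negative).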
* marks the source's active call; other numbers are inactive results; ? = inconclusive; . = not tested or not shown; [ ] = another dose, or the depositor's remark. Unless noted, calls follow the shape of the dose curve; as a rule, active = well fitted curve in the direction sought with a large enough effect; inconclusive = small, poorly fitted or top-dose-only effect, or another doubt; inactive = no such curve, though single readings can be large; an effect the other way counts as inactive or inconclusive. Only part of the results is shown (hit frequency here may not be typical).

Each structure is followed by: TDP-43 yeast inh	DRD3 antagonist	DRD3 agonist	EPAC2 antagonist	aSyn yeast inh	FUS suppressor	EPAC2 agonist	Abeta yeast res
- COc1ccc(Cl)cc1C(=O)OCC(=O)N(C)CC(=O)Nc1ccc(F)cc1
    20%	1	-3	3%	0%	-3%	-3%	5%
- CCOc1cc(C)c(Cl)cc1S(=O)(=O)N(C)C
    4%	14	-5	-5%	6%	-14%	3%	16%
- CCOC(=O)N1CCN(S(=O)(=O)c2cccc3nsnc23)CC1
    8%	0	0	4%	28%	-1%	4%	-15%[9.22 µM]
- O=S1(=O)CC(N2CCCC2)CN1Cc1cn(Cc2ccc(F)cc2)nn1 (stereo not given)
    13%	?	6	9%	-4%	-15%	10%	-18%
- COc1ccccc1N(Cc1ccccc1)S(=O)(=O)c1cccc(C(=O)NC2CC(C)(C)NC(C)(C)C2)c1
    8%	-21	-23	-1%	1%	15%	2%	10%
- CCN(CC)S(=O)(=O)c1ccc2c(c1)nc(SCC(=O)N1CCOCC1)n2-c1ccccc1OC
    -10%	-6	2	-6%	0%	38%	-11%	13%
- CNS(=O)(=O)c1cn(CC(=O)N2CCN(c3ccc(C)cc3C)CC2)cc1S(=O)(=O)NC
    0%	.	1	.	.	30%	.	-1%
- CCOc1cc(C(=O)Nc2cccc(-c3nc4ccccc4o3)c2)cc(OCC)c1OCC
    ?	.	3	.	.	-2%	.	4%
- Cc1ccc(C(=O)N(Nc2nc3ccccc3s2)C(=O)c2ccc(C)cc2)cc1
    5%	7	5	4%	0%	2%	10%	8%
- C=CC(=O)NCc1ccc(-c2csnn2)cc1
    3%	-16	2	5%	4%	5%	2%	6%
- COC(=O)c1ccc(COc2ccc(C=O)cc2OC)o1
    8%[9.22 µM]	-4	-1	4%	-8%	18%	0%	-17%
- Cc1cccc(OC(=O)c2sc3ncn(C)c(=O)c3c2C)c1
    1%	21	2	-24%	-12%	10%	-7%	-30%[inhibitor]
- CNCC(=O)Nc1ccc(OC(F)(F)F)cc1
    28%	4	1	16%	3%	-20%	-5%	-4%
- CC(=O)c1ccc(S(=O)(=O)N2CCN(C(=O)c3ccc(COc4ccccc4)o3)CC2)cc1
    7%	18	1	0%	0%	23%	5%	-3%
- CCOc1ccc(NC(=O)NCc2cccn2C)cc1
    -16%	-16	6	8%	-9%	45%	3%	-17%
- Cc1c(Cl)cccc1NC(=O)CCCn1nc(C)c2sc3ccccc3c2c1=O
    17%	.	1	.	.	-17%	.	13%
- O=C(NNC(=O)c1ccc2ccccc2c1O)NC1CCCCC1
    14%	?	-22	-3%	-1%	19%	14%	10%
- C[C@H](CO)N1C[C@H](C)[C@@H](CN(C)S(=O)(=O)c2ccccc2)Oc2ccc(NC(=O)c3ccncc3)cc2C1=O
    7%	12	-3	-9%	5%	1%	-6%	6%
- Cn1c(=O)[nH]c(=O)c2c1nc(NCCCn1ccnc1)n2Cc1ccc(F)cc1
    -18%	17	-1	4%	-1%	4%	-1%	5%
- O=C(c1ccsc1)N1CCCC(N2CCN(c3cccc(C(F)(F)F)c3)CC2)C1 (stereo not given)
    -9%	-10	-40	1%	-1%	.	-1%	-4%

Quoted at random: 4 compounds from above.
Each structure is followed by: TDP-43 yeast inh	DRD3 antagonist	DRD3 agonist	EPAC2 antagonist	aSyn yeast inh	FUS suppressor	EPAC2 agonist	Abeta yeast res
- Cc1cccc(OC(=O)c2sc3ncn(C)c(=O)c3c2C)c1
    1%	21	2	-24%	-12%	10%	-7%	-30%[inhibitor]
- CCOc1cc(C(=O)Nc2cccc(-c3nc4ccccc4o3)c2)cc(OCC)c1OCC
    ?	.	3	.	.	-2%	.	4%
- Cc1ccc(C(=O)N(Nc2nc3ccccc3s2)C(=O)c2ccc(C)cc2)cc1
    5%	7	5	4%	0%	2%	10%	8%
- CCN(CC)S(=O)(=O)c1ccc2c(c1)nc(SCC(=O)N1CCOCC1)n2-c1ccccc1OC
    -10%	-6	2	-6%	0%	38%	-11%	13%

Remaining list, next part:
Each structure is followed by: TDP-43 yeast inh	DRD3 antagonist	DRD3 agonist	EPAC2 antagonist	aSyn yeast inh	FUS suppressor	EPAC2 agonist	Abeta yeast res
- Cc1noc(C)c1NC(=O)N(C)C[C@@H]1Oc2ncc(C#CC3CC3)cc2C(=O)N([C@@H](C)CO)C[C@@H]1C
    14%	-8	-1	2%	0%	-9%	9%	5%
- O=C(NCc1cccs1)C1CCN(S(=O)(=O)c2cccs2)CC1
    -46%[inhibitor]	-16	-10	7%	-14%	14%	2%	4%
- O=C(NCc1ccccc1F)C1CCN(C(=O)Nc2ccc(F)cc2)CC1
    2%	-9	4	3%	0%	-4%	1%	-9%
- Oc1cccc(-c2csc(C(O)(c3ccccc3)C(F)(F)F)n2)c1 (stereo not given)
    22µM*	-11	-9	-1%	?	-5%	23%	10%
- CC(C)(C)[C@H]1C=C(C(=O)Nc2ccccc2)O[C@@H](OCCCCO)C1
    15%	6	24	-6%	9%	-1%	1%	5%
- Cc1cc(Cl)ccc1NC(=O)CN1C(=O)C(=O)c2ccccc21
    0%	.	-4	.	.	-18%	.	-7%
- O=C(CNC(=O)c1ccc(Cl)cc1Cl)OCc1ccccc1
    -18%	5	-3	-17%	4%	-23%	-5%	2%
- COc1ccc(-c2oc3ccc(-c4ccc(OC)nc4)cc3c2C#CC2(O)CCCCC2)cc1
    16%	57	0	8%	0%	?	11%	-5%
- CCNS(=O)(=O)c1ccc(NC(=O)Nc2ccc3c(c2)OCO3)cc1
    -8%	-6	-4	-10%	-6%	12%	5%	-2%
- CC(=O)c1ccc(NC(=O)CSc2nnc(Cn3c(=O)sc4ccccc43)n2C)cc1
    28%	-23	5	-1%	-2%	24%	6%	-6%
- CCSc1nnc(NC(=O)C2CC(=O)N(Cc3ccc(C)cc3)C2)s1 (stereo not given)
    .	-3	-9	7%	0%	34%	-7%	2%
- Cc1csc(=NC(=O)c2ccccc2)n1C
    14%	23	6	7%	1%	-6%	3%	-13%
- CC(C)CC(=O)NC1(C(F)(F)F)C(=O)N(Cc2ccccc2)C2=C1C(=O)CC(C)(C)C2 (stereo not given)
    12%	-20	-4	0%	3%	37%	0%	10%
- O=P(C1=C(N2CCOCC2)/C(=C\c2ccccc2)CC1)(N1CCOCC1)N1CCOCC1
    6%	8	2	1%	0%	-3%	11%	7%
- Fc1ccc(N2CCN(C(=S)NCC3CCCO3)CC2)cc1 (stereo not given)
    ?	-3	-3	-2%	-2%	12%	7%	-7%
- O=C1C(Cl)=C(NCCc2ccccc2)C(=O)N1CCc1ccccc1
    -9%	-8	0	-1%	1%	-8%	-3%	1%
- C=CCn1c(=NC(=O)c2ccc(S(=O)(=O)N3CCCc4ccccc43)cc2)sc2cc(S(N)(=O)=O)ccc21
    -25%	1	9	2%	1%	.	1%	1%
- CC1(C)Cc2c(c(N3CCCC3)nc3sc4c(N5CCNCC5)ncnc4c23)CO1
    25%	23	-1	-5%	6%	18%	7%	-6%
- CC(C)(CO)NS(=O)(=O)c1ccc2c(c1)C(=O)c1cc(S(=O)(=O)NC(C)(C)CO)ccc1-2
    12%	2	4	6%	8%	-24%	15%	-11%
- O=C1c2ccccc2C(=O)N1CN(C(=O)COc1ccccc1)c1ccc(F)cc1
    23%	22	6	-1%	11%	.	1%	-4%

A second format for 2 compounds above.
Cc1noc(C)c1NC(=O)N(C)C[C@@H]1Oc2ncc(C#CC3CC3)cc2C(=O)N([C@@H](C)CO)C[C@@H]1C
  TDP-43 yeast inh: 14%; DRD3 antagonist: -8; DRD3 agonist: -1; EPAC2 antagonist: 2%; aSyn yeast inh: 0%; FUS suppressor: -9%; EPAC2 agonist: 9%; Abeta yeast res: 5%

O=C(NCc1cccs1)C1CCN(S(=O)(=O)c2cccs2)CC1
  TDP-43 yeast inh: -46%[inhibitor]; DRD3 antagonist: -16; DRD3 agonist: -10; EPAC2 antagonist: 7%; aSyn yeast inh: -14%; FUS suppressor: 14%; EPAC2 agonist: 2%; Abeta yeast res: 4%

Continuation.
canonical_smiles	TDP-43 yeast inh	DRD3 antagonist	DRD3 agonist	EPAC2 antagonist	aSyn yeast inh	FUS suppressor	EPAC2 agonist	Abeta yeast res
COc1ccc(NCc2nnc(SCc3ccccc3)n2-c2ccc(OC)cc2)cc1	-23%	-18	-1	-6%	3%	57%	13%	12%
CCOC(=O)C1=CC[C@@H](c2ccccc2)N(S(=O)(=O)c2ccc(C)cc2)[C@H]1C=C(C)C	12%	-6	-7	-1%	-10%	28%	5%	-6%
O=C(NC(Cc1ccccc1)C(=O)O)c1ccc(S(=O)(=O)N2CCCCC2)cc1 (stereo not given)	-13%	10	6	1%	4%	24%	5%	-3%
CC(=O)Nc1ccc(C(=O)N/C(=C/c2ccccc2)C(=O)N2CCCCC2)cc1	7%	1	10	-15%	3%	5%	10%	8%
Cc1nn(C)c(C(=O)N2CCc3ccccc32)c1Br	28%	-6	17	-1%	7%	.	-10%	30%
COc1ccc(CN2CCNC(=O)C2CC(=O)NCC2CCOCC2)cc1C (stereo not given)	11%	12	0	5%	12%	5%	-4%	11%
C/C(=C\c1ccccc1)CN1CCN(c2ccccc2F)CC1	-20%	-82*	-29	-1%	?	1%	4%	5%
COc1ccc(-c2ccc(SCC(=O)NC3CCCC3)nn2)cc1OC	0%	-22	-6	20%	-5%	19%	12%	-1%
CC1(C)NC(=O)N(CC(=O)OCC(=O)c2ccc(Cl)s2)C1=O	-4%	-1	-3	5%	3%	-7%	7%	6%
CCCCNc1nc(N)nc(-c2cc(Cl)ccc2O)n1	?	-17	4	-3%	-23%	12%	-5%	-44%[inhibitor]
CCOC(=O)CSc1nnc(NC(=O)c2ccco2)s1	0%	14	-1	-2%	0%	-18%	2%	8%
Cc1ccccc1CC(=O)OCC(=O)Nc1ccc(C)c(S(=O)(=O)N2CCCCC2)c1	21%	1	1	-8%	11%	29%	15%	?
COc1ccc(CN2C(=O)c3cccnc3C2=O)cc1S(=O)(=O)NC1CCCCC1	20%	19	1	-2%	0%	2%	-2%	-7%
